Source: PubChem BioAssay (several laboratories)
MRP reversal – MRP-mediated drug resistance reversal | 0.04% of 85,000 active | differential viability (reversal), % at 10 µM | H69AR cells + 2 uM doxorubicin, CellTiter-Glo, 72 h;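 active = viability drop by adding the cancer drug above about 55%, with treated viability meeting a 40% cutoff, limit read from the data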;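 also: viability without doxorubicin minus viability with 2 µM doxorubicin for each compound; larger differential means the compound sensitizes cells more to doxorubicin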
Bcl-B displacement – displacers of TR3 peptide from Bcl-B, primary screen, selectivity assay for Bfl-1 inhibitor project, biochemical, fluorescence polarization; FP displacement of FITC-TR3 peptide from Bcl-B; higher % means a stronger effect; one-dose displacement, % at 20 µM; IC50 in µM for titrated hits; 0.11% of 96,000 active;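 active = displacement above 50% at 20 µM plus a fluorescence interference ratio under 1.5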;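 also: plate controls were wells without compound for no effect and wells lacking Bcl-B protein for full effect; a part of the inactive calls stands beside numbers as strong as those of hits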
IL1B NFkB pot – enhances IL-1B driven NFkB nuclear translocation. 0.3% of 94,000 active. activation, % at 2 µM. HUVEC IL-1B NFkB p65 nuclear translocation imaging;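 active = activation above 40%, about the mean plus 3 SD, also judged a hit on visual image review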;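 also: percent activation is computed from the nuclear over cytoplasmic p65 intensity ratio; values of inactives mirror those of a sister screen read the other way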
NFkB transloc inh – blocks IL-1B driven NFkB nuclear translocation in HUVEC cells; HUVEC IL-1B NFkB p65 nuclear translocation imaging; inhibition, % at 2 µM; 0.43% of 94,000 active; AID 796;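 active = inhibition above about 30% together with a positive call from visual inspection of the well image, limit read from the data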;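 also: nuclear over cytoplasmic p65 intensity ratio measured by imaging; 0% = IL-1B stimulated DMSO wells and 100% = unstimulated DMSO wells; values of inactives mirror those of a sister screen read the other way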
PLAP inhibitors HTS – inhibition of human placental alkaline phosphatase – biochemical, luminescence, HTS (AID 690). inhibition, % at 20 µM, or IC50 in µM where a hit was titrated. purified PLAP, luminescent substrate; higher % means a stronger effect. 0.08% of 96,000 active; in the data active = a potency from the dose series; inactive = the rest, 99 in 100 with inhibition below about 30%; also: strong numbers were not always called active
MRP reversal cytotoxicity – second read-out of MRP reversal, no call of its own (marks repeat the call); viability, %; H69AR cells, CellTiter-Glo, 72 h; measured here: cytotoxicity without doxorubicin
MRP reversal with doxorubicin – recorded beside MRP reversal, whose call it bears; viability, %; measured here: viability with 2 uM doxorubicin; active compounds read low
NFkB transloc inh cell count 2 µM – second read-out of NFkB transloc inh, no call of its own (marks repeat the call); cell count; measured here: cells passing quality filter;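 raw number of nuclei counted in each imaged well without normalization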
IL1B NFkB pot cell count 2 µM – second read-out of IL1B NFkB pot, no call of its own (marks repeat the call); cell count; measured here: cells passing quality filter
Numbers without * were called inactive. A portion of the library, so the mix of outcomes need not match the whole.

For CCC(=O)Nc1c2c(nn1-c1ccc(F)cc1)CS(=O)C2 (stereo unspecified) the results were MRP reversal 3, Bcl-B displacement 2%, IL1B NFkB pot 29, NFkB transloc inh -29, PLAP inhibitors HTS 9%, MRP reversal cytotoxicity 87, MRP reversal with doxorubicin 84, NFkB transloc inh cell count 2 µM 181 and IL1B NFkB pot cell count 2 µM 181.
`CC(=O)NC1(C(F)(F)F)C(=O)Nc2c1c(=O)n(C)c(=O)n2C` (stereo unspecified) gave MRP reversal -1, Bcl-B displacement -11%, IL1B NFkB pot -24, NFkB transloc inh 24, PLAP inhibitors HTS -2%, MRP reversal cytotoxicity 98, MRP reversal with doxorubicin 98, NFkB transloc inh cell count 2 µM 75 and IL1B NFkB pot cell count 2 µM 75.
Cc1cc(=O)[nH]c2c(C)c(N)ccc12 was read as MRP reversal -25, Bcl-B displacement 0%, IL1B NFkB pot -3, NFkB transloc inh 3, PLAP inhibitors HTS 0%, MRP reversal cytotoxicity 76, MRP reversal with doxorubicin 101, NFkB transloc inh cell count 2 µM 178 and IL1B NFkB pot cell count 2 µM 178.
`COc1ccc(-c2nc(-c3ccc(Br)o3)no2)cc1OC` gave Bcl-B displacement -7%, IL1B NFkB pot 11, NFkB transloc inh -10, PLAP inhibitors HTS -40%, NFkB transloc inh cell count 2 µM 52 and IL1B NFkB pot cell count 2 µM 52.
CCOC(=O)C1CCN(C(=O)c2cc3c(-c4ccc(OC)c(OC)c4)nn(C)c3s2)CC1 was read as MRP reversal -2, Bcl-B displacement -5%, IL1B NFkB pot -2, NFkB transloc inh 2, PLAP inhibitors HTS -46%, MRP reversal cytotoxicity 79, MRP reversal with doxorubicin 80, NFkB transloc inh cell count 2 µM 144 and IL1B NFkB pot cell count 2 µM 144.
`O=C(CCS(=O)(=O)Cc1ccccc1)Nc1nc2c(s1)CCCC2` gave MRP reversal -32, Bcl-B displacement 0%, IL1B NFkB pot 16, NFkB transloc inh -16, PLAP inhibitors HTS 22%, MRP reversal cytotoxicity 22, MRP reversal with doxorubicin 54, NFkB transloc inh cell count 2 µM 150 and IL1B NFkB pot cell count 2 µM 150.
For Cc1cc(C)nc(SCC(=O)Nc2ccc(S(=O)(=O)NCCO)cc2)n1 the results were MRP reversal -6, Bcl-B displacement -6%, IL1B NFkB pot -5, NFkB transloc inh 5, PLAP inhibitors HTS 4%, MRP reversal cytotoxicity 97, MRP reversal with doxorubicin 103, NFkB transloc inh cell count 2 µM 115 and IL1B NFkB pot cell count 2 µM 115.
`CC1CCc2cc(F)ccc2N1C(=O)c1cc2nc(-c3ccco3)cc(C(F)(F)F)n2n1` (stereo unspecified) gave MRP reversal 7, Bcl-B displacement -12%, IL1B NFkB pot -2, NFkB transloc inh 2, PLAP inhibitors HTS -36%, MRP reversal cytotoxicity 92, MRP reversal with doxorubicin 85, NFkB transloc inh cell count 2 µM 149 and IL1B NFkB pot cell count 2 µM 149.
For CCOc1cc(NC(=O)c2ccco2)c(OCC)cc1NC(=O)COc1ccccc1C the results were MRP reversal -11, IL1B NFkB pot 4, NFkB transloc inh -4, MRP reversal cytotoxicity 20, MRP reversal with doxorubicin 31, NFkB transloc inh cell count 2 µM 151 and IL1B NFkB pot cell count 2 µM 151.
For CCn1nnc(NC(=O)CSc2ccc(Cl)cc2)n1 the results were MRP reversal 0, Bcl-B displacement 30%, PLAP inhibitors HTS 12%, MRP reversal cytotoxicity 102 and MRP reversal with doxorubicin 102.
`COc1ccc(N2CC(C(=O)NCc3ccccc3)CC2=O)cc1` (stereo unspecified) gave MRP reversal 13, Bcl-B displacement 3%, PLAP inhibitors HTS 8%, MRP reversal cytotoxicity 111 and MRP reversal with doxorubicin 98.
`Cc1cc2oc(C(=O)Nc3cccnc3)c(C)c2cc1C` gave MRP reversal -7, Bcl-B displacement 10%, IL1B NFkB pot -20, NFkB transloc inh 20, PLAP inhibitors HTS 15%, MRP reversal cytotoxicity 93, MRP reversal with doxorubicin 100, NFkB transloc inh cell count 2 µM 193 and IL1B NFkB pot cell count 2 µM 193.
CC(=O)N(CCCN(C)C)CCC(C)CCC=C(C)C (stereo unspecified) was read as MRP reversal 21, Bcl-B displacement -4%, PLAP inhibitors HTS -31%, MRP reversal cytotoxicity 93 and MRP reversal with doxorubicin 72.
Screening CCOC(=O)N1CCN(C(=O)CCCn2nc(C)c3sc4ccccc4c3c2=O)CC1 returned MRP reversal -5, Bcl-B displacement 13%, IL1B NFkB pot -1, NFkB transloc inh 1, PLAP inhibitors HTS -57%, MRP reversal cytotoxicity 61, MRP reversal with doxorubicin 65, NFkB transloc inh cell count 2 µM 127 and IL1B NFkB pot cell count 2 µM 127.
Screening CC1=C(C(=O)Nc2cc(-c3cccc(F)c3)[nH]n2)C2(CCCCC2)OC1=O returned MRP reversal -33, Bcl-B displacement -1%, PLAP inhibitors HTS -14%, MRP reversal cytotoxicity 32 and MRP reversal with doxorubicin 65.
O=C(Cn1c(NCCCO)nc2ccccc21)c1ccco1 was read as MRP reversal 7, Bcl-B displacement 0%, IL1B NFkB pot 6, NFkB transloc inh -6, PLAP inhibitors HTS 11%, MRP reversal cytotoxicity 98, MRP reversal with doxorubicin 91, NFkB transloc inh cell count 2 µM 111 and IL1B NFkB pot cell count 2 µM 111.
COc1cccc(N2C(N)=NC(N)=NC2(C)C)c1 was read as MRP reversal -49, Bcl-B displacement 0%, IL1B NFkB pot -10, NFkB transloc inh 10, PLAP inhibitors HTS 6%, MRP reversal cytotoxicity 42, MRP reversal with doxorubicin 92, NFkB transloc inh cell count 2 µM 106 and IL1B NFkB pot cell count 2 µM 106.
FC(F)(F)c1ccccc1C1C2=C(Nc3ncnn31)c1ccccc1CCC2 (stereo unspecified) was read as Bcl-B displacement -8%, IL1B NFkB pot 32, NFkB transloc inh -32, PLAP inhibitors HTS -1%, NFkB transloc inh cell count 2 µM 157 and IL1B NFkB pot cell count 2 µM 157.
O=c1[nH]c2ccc(NC(=S)Nc3ccc(Cl)cc3)cc2[nH]1 was read as MRP reversal 0, Bcl-B displacement 3%, IL1B NFkB pot -9, NFkB transloc inh 9, PLAP inhibitors HTS 15%, MRP reversal cytotoxicity 86, MRP reversal with doxorubicin 86, NFkB transloc inh cell count 2 µM 178 and IL1B NFkB pot cell count 2 µM 178.
Screening O=[N+]([O-])c1ccccc1/C=C/CN1CCCCC1 returned Bcl-B displacement -4%, IL1B NFkB pot 9, NFkB transloc inh -9, PLAP inhibitors HTS 8%, NFkB transloc inh cell count 2 µM 185 and IL1B NFkB pot cell count 2 µM 185.

Part of the list above in order of molecular weight, rising:
For CCC(=O)Nc1c2c(nn1-c1ccc(F)cc1)CS(=O)C2 (stereo unspecified) the results were MRP reversal 3, Bcl-B displacement 2%, IL1B NFkB pot 29, NFkB transloc inh -29, PLAP inhibitors HTS 9%, MRP reversal cytotoxicity 87, MRP reversal with doxorubicin 84, NFkB transloc inh cell count 2 µM 181 and IL1B NFkB pot cell count 2 µM 181.
`COc1ccc(N2CC(C(=O)NCc3ccccc3)CC2=O)cc1` (stereo unspecified) gave MRP reversal 13, Bcl-B displacement 3%, PLAP inhibitors HTS 8%, MRP reversal cytotoxicity 111 and MRP reversal with doxorubicin 98.
FC(F)(F)c1ccccc1C1C2=C(Nc3ncnn31)c1ccccc1CCC2 (stereo unspecified) was read as Bcl-B displacement -8%, IL1B NFkB pot 32, NFkB transloc inh -32, PLAP inhibitors HTS -1%, NFkB transloc inh cell count 2 µM 157 and IL1B NFkB pot cell count 2 µM 157.
CCOC(=O)C1CCN(C(=O)c2cc3c(-c4ccc(OC)c(OC)c4)nn(C)c3s2)CC1 was read as MRP reversal -2, Bcl-B displacement -5%, IL1B NFkB pot -2, NFkB transloc inh 2, PLAP inhibitors HTS -46%, MRP reversal cytotoxicity 79, MRP reversal with doxorubicin 80, NFkB transloc inh cell count 2 µM 144 and IL1B NFkB pot cell count 2 µM 144.

Other results.
Screening CCNc1nc(NC(C)C)nc(Oc2ccc(OCCOc3ccc(C)cc3)nn2)n1 returned MRP reversal 1, Bcl-B displacement 3%, IL1B NFkB pot 7, NFkB transloc inh -7, PLAP inhibitors HTS -45%, MRP reversal cytotoxicity 106, MRP reversal with doxorubicin 106, NFkB transloc inh cell count 2 µM 100 and IL1B NFkB pot cell count 2 µM 100.
`Cc1c(NC(=O)N(C)C)c(=O)n(-c2ccccc2)n1C` gave MRP reversal -5, IL1B NFkB pot 7, NFkB transloc inh -7, MRP reversal cytotoxicity 89, MRP reversal with doxorubicin 95, NFkB transloc inh cell count 2 µM 153 and IL1B NFkB pot cell count 2 µM 153.
For CCOc1ccccc1N(CC(=O)N1CCCCCC1)S(C)(=O)=O the results were MRP reversal -4, Bcl-B displacement -2%, IL1B NFkB pot 10, NFkB transloc inh -10, PLAP inhibitors HTS -22%, MRP reversal cytotoxicity 90, MRP reversal with doxorubicin 95, NFkB transloc inh cell count 2 µM 187 and IL1B NFkB pot cell count 2 µM 187.
Screening Cc1nn(CC(O)c2ccccc2)c(C)c1Br (stereo unspecified) returned MRP reversal 10, Bcl-B displacement 1%, IL1B NFkB pot 20, NFkB transloc inh -20, PLAP inhibitors HTS 18%, MRP reversal cytotoxicity 91, MRP reversal with doxorubicin 81, NFkB transloc inh cell count 2 µM 162 and IL1B NFkB pot cell count 2 µM 162.
`c1ccc(-c2nc(-c3ccco3)cs2)nc1` gave MRP reversal -26, Bcl-B displacement 9%, IL1B NFkB pot 12, NFkB transloc inh -12, PLAP inhibitors HTS 3%, MRP reversal cytotoxicity 74, MRP reversal with doxorubicin 100, NFkB transloc inh cell count 2 µM 111 and IL1B NFkB pot cell count 2 µM 111.
`CCOc1ccc(NS(=O)(=O)c2ccc(OC)c(C)c2)cc1` gave MRP reversal 5, Bcl-B displacement 10%, IL1B NFkB pot 2, NFkB transloc inh -2, PLAP inhibitors HTS 23%, MRP reversal cytotoxicity 103, MRP reversal with doxorubicin 98, NFkB transloc inh cell count 2 µM 197 and IL1B NFkB pot cell count 2 µM 197.
Screening O=c1[nH]ncc2c3ccccc3n(Cc3ccccc3F)c12 returned Bcl-B displacement -6%, IL1B NFkB pot -13, NFkB transloc inh 13, PLAP inhibitors HTS 17%, NFkB transloc inh cell count 2 µM 114 and IL1B NFkB pot cell count 2 µM 114.
Screening Cc1ccc(S(=O)(=O)N2CCC(C(=O)N[C@@H](C)C(=O)NCCc3ccccc3)CC2)cc1 returned MRP reversal 0, Bcl-B displacement -3%, PLAP inhibitors HTS -58%, MRP reversal cytotoxicity 91 and MRP reversal with doxorubicin 91.
Cc1cc(C)cc(OCC(=O)Nc2ccc(N3CCN(S(C)(=O)=O)CC3)cc2)c1 was read as MRP reversal 0, Bcl-B displacement 5%, IL1B NFkB pot 5, NFkB transloc inh -5, PLAP inhibitors HTS -4%, MRP reversal cytotoxicity 81, MRP reversal with doxorubicin 82, NFkB transloc inh cell count 2 µM 167 and IL1B NFkB pot cell count 2 µM 167.
For CCN(CC)S(=O)(=O)c1ccc(C(=O)C(C#N)c2ccccn2)cc1 (stereo unspecified) the results were MRP reversal 7, Bcl-B displacement -4%, IL1B NFkB pot 12, NFkB transloc inh -12, PLAP inhibitors HTS -35%, MRP reversal cytotoxicity 95, MRP reversal with doxorubicin 88, NFkB transloc inh cell count 2 µM 151 and IL1B NFkB pot cell count 2 µM 151.
`COC(=O)c1ccc(CSc2nc(N3CCOCC3)c3c(c2C#N)CC(C)(C)OC3)o1` gave MRP reversal -27, Bcl-B displacement 2%, IL1B NFkB pot 14, NFkB transloc inh -14, PLAP inhibitors HTS -58%, MRP reversal cytotoxicity 32, MRP reversal with doxorubicin 59, NFkB transloc inh cell count 2 µM 125 and IL1B NFkB pot cell count 2 µM 125.
For COCCN(C(=O)Cc1cccs1)c1nnc(-c2ccncc2)s1 the results were MRP reversal -1, Bcl-B displacement -8%, IL1B NFkB pot 2, NFkB transloc inh -2, PLAP inhibitors HTS -3%, MRP reversal cytotoxicity 99, MRP reversal with doxorubicin 100, NFkB transloc inh cell count 2 µM 121 and IL1B NFkB pot cell count 2 µM 121.
